phage Ecoli inh – E. coli growth loss with phage present; AID 651602; 0.26% of 360,000 active; inhibition, % at 11.9 µM; growth absorbance; in the data active = inhibition above about 11%
Tat export inh – inhibitors of E. coli Tat protein transport; E. coli MC4100 TorA-mCherry Tat export, fluorescence; inhibition, % at 10 µM; 0.036% of 340,000 active;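 active = mean replicate inhibition at least 50% and at least half of replicates individually reaching 50%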;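 also: exported cargo escapes ClpAP degradation while cytoplasmic cargo is degraded and loses fluorescence; 0% = median of neutral control wells and 100% = median of NaSCN control wells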
SR-BI uptake up – SR-BI HDL lipid transfer activation; CHO ldlA[mSR-BI] cells, DiI-HDL uptake fluorescence, 3 h; 100 = double the neutral-control signal; activation, % at 12.5 µM; 0.096% of 320,000 active;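 active = mean replicate activation of at least 60% and every replicate at or above 60%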;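 also: 0% = median plate neutral-control signal and 100% = twice that signal; values of inactives mirror those of a sister screen read the other way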
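Test system: SR-BI-overexpressing, LDLR-lacking CHO cells; Medium: Ham's F12 with 0.5% BSA, HEPES 25 mM, pH 7.4; Schedule: 3 h, 37 °C; Technique: bottom-read fluorescence, 550/595 nm.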
SR-BI HDL uptake – mouse SR-BI HDL lipid transfer inhibition; inhibition, % at 12.5 µM; 0.96% of 320,000 active; Q61009; ldlA[mSR-BI] CHO cells, DiI-HDL uptake fluorescence, 3 h;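 active = mean replicate inhibition of at least 70% and a set share of replicates each scoring 70 or more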;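 also: 0% = median of neutral control wells and 100% = median of positive control wells; values of inactives mirror those of a sister screen read the other way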
Target sequence (Q61009 whole entry, looked up): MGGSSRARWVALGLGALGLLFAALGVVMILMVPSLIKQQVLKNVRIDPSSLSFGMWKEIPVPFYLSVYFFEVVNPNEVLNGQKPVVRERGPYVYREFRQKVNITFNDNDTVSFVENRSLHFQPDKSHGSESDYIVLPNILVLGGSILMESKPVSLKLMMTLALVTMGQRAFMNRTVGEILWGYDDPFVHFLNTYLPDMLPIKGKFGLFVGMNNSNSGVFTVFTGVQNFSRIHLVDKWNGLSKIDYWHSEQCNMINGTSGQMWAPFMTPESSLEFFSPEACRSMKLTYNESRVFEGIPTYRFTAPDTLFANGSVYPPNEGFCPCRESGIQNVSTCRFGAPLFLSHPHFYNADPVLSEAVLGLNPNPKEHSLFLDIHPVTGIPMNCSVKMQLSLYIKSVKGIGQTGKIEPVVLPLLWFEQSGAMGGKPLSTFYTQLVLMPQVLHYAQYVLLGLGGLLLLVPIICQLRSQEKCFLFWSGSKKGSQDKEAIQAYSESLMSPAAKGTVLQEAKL
CAL PDZ FP-1 – inhibitors of human CAL PDZ peptide binding | Q9HD26 | purified CAL PDZ, TMR-peptide fluorescence polarization, 1 h | inhibition, % at 20 µM | 0.02% of 330,000 active | AID 504414;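 active = highest replicate inhibition of at least 40%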;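 also: plate controls were DMSO neutral control wells for no effect and unlabeled competitor peptide control wells for full effect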
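Material – purified CerCALP PDZ construct · Detection – FP readout, S and P plane fluorescence · Measure – percent inhibition from loss of millipolarization · Controls – unlabelled peptide for full inhibition, DMSO wells as neutral · Probe or stimulus – TMR-labelled reporter peptide T*-PRC34 bound in PDZ groove · Times – 1 h at RT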
MITF act – increases MITF-driven TRPM1 promoter luciferase signal | SK-MEL-5 TRPM1-promoter luciferase, 24 h; % of positive control, neutral wells = 0 | activation, % at 12.5 µM | 0.75% of 300,000 active | AID 588334;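 active = mean activation of at least 80% with every replicate also reaching 80%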;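 also: 0% = neutral control wells and 100% = parthenolide positive control wells; values of inactives mirror those of a sister screen read the other way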
Wnt act – Wnt/beta-catenin pathway activation; Wnt/beta-catenin reporter cell assay, activator, plate reader; activation, % at 9.35 µM; 1.2% of 300,000 active; in the data active = activation above about 30%, passing the limit was not always enough;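 also: 0% = neutral control wells and 100% = positive control wells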
CAL PDZ FP-2 – inhibitors of human CAL PDZ peptide binding; Q9HD26; purified CAL PDZ, TMR-peptide fluorescence polarization, 1 h; inhibition, % at 24.9 µM; 0.92% of 300,000 active; AID 602252;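 active = mean inhibition of at least 30% with at least half of replicates also reaching 30%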;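 also: 0% = DMSO neutral control and 100% = excess unlabeled competitor peptide PRC23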
Ecoli viability – counter-screen for AddAB inhibitors: E. coli growth inhibition; E. coli V3065 growth, OD600 absorbance, 18 h; inhibition, % at 11.9 µM; 0.27% of 330,000 active;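 active = inhibition above the campaign's mean inhibition across all tested compounds plus 3 SD, cut at about 9.9% in these data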;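 also: uninfected addAB+ strain grown without phage in ampicillin broth; 0% = DMSO wells and 100% = ciprofloxacin 0.95 µg/ml wells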
AddAB inh – less growth of phage-infected E. coli with AddAB; E. coli expressing H. pylori AddAB, absorbance growth; inhibition, % at 11.9 µM; 0.29% of 330,000 active; AID 435030; in the data active = inhibition above about 12%;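 also: 0% = vehicle wells of infected cells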
* hit, by the source's call; nt = no result given. Not a hit list. About 3.6% of those tested had a hit in this group.

1. Cc1ccc(NC(=O)COC(=O)COc2cccc3c2OC(C)(C)C3)cc1S(=O)(=O)N1CCOCC1
2. CCn1c(/C=C2\C(=O)Nc3ccccc32)nc2ccccc2c1=O
3. COc1cc(CNc2ccc(CNc3ncn[nH]3)cc2)ccc1OCC(=O)NC(C)(C)C
4. CN(C)CCNC(=O)c1[nH]nc2c1CCc1ccccc1-2
5. O=C(NCC1CCCO1)c1ccc(NS(=O)(=O)c2cccs2)cc1 (stereo not drawn)
6. O=C(CN1C(=O)NC(c2ccccc2)(c2ccccc2)C1=O)Nc1ccc(N2CCOCC2)cc1
7. CCN(CC)CCn1c2c(c(SCC(=O)Nc3ccc(C)c(F)c3)nc1=O)CCCC2
8. CC(=O)C1=C(O)C(=O)N(c2ccc(O)cc2)C1c1ccccc1[N+](=O)[O-] (stereo not drawn)

Compound	1	2	3	4	5	6	7	8
phage Ecoli inh	5.6	2.5	2.8	-0.6	3.3	3.9	0.5	0.5
Tat export inh	-2	-4	8	7	0	-3	4	-5
SR-BI uptake up	1	-23	-28	15	nt	0	7	8
SR-BI HDL uptake	-1	23	28	-15	nt	0	-7	-8
CAL PDZ FP-1	-3.9	-0.5	-1.1	-1.4	-1.2	0.1	-1.9	0.5
MITF act	2	-12	-13	19	5	-2	-10	-8
Wnt act	-3	0	-1	6	2	-7	6	0
CAL PDZ FP-2	-2	-6	2	-2	-3	-5	-5	-3
Ecoli viability	-0.9	1.8	-2.0	-1.8	-1.6	0.0	-2.0	0.7
AddAB inh	-0.2	1.8	-0.7	-2.7	5.1	1.6	0.3	5.8

9. O=C(NNC(=O)c1ccc(Cl)cc1Cl)c1csc(-c2cccnc2)n1
10. CC(=O)N1CCN(C(=O)c2cc3c(s2)CCCC3)CC1
11. Cc1cc(OCC(=O)Nc2nccs2)c2c(C)cc(=O)oc2c1
12. O=C(Nc1ccccc1Cl)c1ccc2nc(N3CCOCC3)sc2c1
13. Cc1c(/C=N/Nc2ccc([N+](=O)[O-])cn2)c2ccccc2n1Cc1ccccc1
14. Cc1cccc(C2=NN(c3ccccc3)[C@@H](C(=O)N3CCOC3=O)[C@@H]2c2ccc([N+](=O)[O-])cc2)c1
15. CCOC(=O)C(NCCCCl)c1ccccc1 (stereo not drawn)
16. CCC(C)Nc1nc(N)c([N+](=O)[O-])c(Nc2ccccc2OC)n1 (stereo not drawn)

Compound	9	10	11	12	13	14	15	16
phage Ecoli inh	-0.2	2.1	1.3	0.5	0.8	2.5	2.3	2.4
Tat export inh	-5	-6	-7	5	2	-10	7	1
SR-BI uptake up	-4	8	1	-17	nt	-32	19	-22
SR-BI HDL uptake	4	-8	-1	18	nt	32	-19	22
CAL PDZ FP-1	-0.5	-2.8	-1.6	-0.8	0.2	-0.6	nt	-4.9
MITF act	23	19	10	nt	-46	-5	9	nt
Wnt act	-1	2	1	1	-11	-1	nt	5
CAL PDZ FP-2	nt	1	-3	nt	-1	-3	11	-2
Ecoli viability	-4.7	nt	-0.6	-0.6	1.8	-0.7	1.8	-1.8
AddAB inh	-6.2	nt	1.5	0.7	2.3	1.2	2.9	0.6

17. O=C(NCC1CC1)[C@]1(C(F)(F)F)C[C@H](CCC2CCCCC2)CCCO1
18. C/C(Cl)=C/Cn1c(SCC(C)C)nc2c1c(=O)[nH]c(=O)n2C
19. COc1ccnc(NCc2cccc(C(F)(F)F)c2)c1C#N
20. COCc1cc(C)nc(Nc2ccc(C)c(C)c2)c1C#N
21. Cc1nnc(N/N=C/c2cccc(C(F)(F)F)c2)n1N
22. CNc1oc(-c2ccccc2Cl)nc1C#N
23. CCNc1nc(N2CCCC2)nc(N2CCCC2)n1
24. CCN1C(=O)C(F)(CC)C(=O)c2ccccc21 (stereo not drawn)

Compound	17	18	19	20	21	22	23	24
phage Ecoli inh	0.7	1.3	1.4	-0.5	1.2	0.7	5.0	2.0
Tat export inh	-16	2	-4	-4	-7	0	-10	-6
SR-BI uptake up	-6	27	-3	-30	8	-20	-19	34
SR-BI HDL uptake	6	-27	3	30	-8	20	19	-34
CAL PDZ FP-1	0.0	-0.7	-0.1	0.1	0.5	-0.4	-2.3	-2.9
MITF act	-3	9	-4	-4	-13	16	2	10
Wnt act	-1	nt	-1	3	0	nt	nt	2
CAL PDZ FP-2	1	-7	-1	0	8	nt	-2	1
Ecoli viability	-1.9	0.3	1.7	-0.4	-1.6	-2.9	-5.0	0.5
AddAB inh	0.0	2.2	-2.2	0.6	-1.9	3.5	0.6	0.5

25. Cn1nc(CC(=O)NC2CCCCCCCCCCC2)c2ccccc2c1=O
26. CCCCNS(=O)(=O)c1ccc(OC)c(Cl)c1Cl
27. Cc1cc(C)n2nc(SCC(=O)Nc3ccccc3)nc2n1
28. O=C(C1CC1)N1CCN=C1SCc1ccc(Cl)cc1
29. O=C(NCC(c1cccnc1)N1CCN(c2ccc(F)cc2)CC1)c1ccc2c(c1)OCO2 (stereo not drawn)
30. CCCCn1cnc2c(oc3ccccc32)c1=O
31. CC(C)(C)C1CCC(C(=O)NNC(=O)c2ccncc2)CC1 (stereo not drawn)
32. CCN(C(=O)CSc1nc2ccccc2c(=O)n1Cc1ccc(C)cc1)C1CCS(=O)(=O)C1 (stereo not drawn)

Compound	25	26	27	28	29	30	31	32
phage Ecoli inh	3.5	3.6	0.6	1.6	-0.5	1.1	2.6	1.8
Tat export inh	26	-3	3	5	-6	0	-1	9
SR-BI uptake up	16	7	26	24	nt	14	34	33
SR-BI HDL uptake	-16	-7	-26	-24	11	-14	-34	-33
CAL PDZ FP-1	-2.6	-1.0	0.6	-1.7	-1.1	0.9	0.9	-1.5
MITF act	-9	nt	0	5	0	99*	13	7
Wnt act	-9	nt	1	nt	nt	9	4	-4
CAL PDZ FP-2	0	-3	-1	-1	-3	-3	-1	3
Ecoli viability	1.4	-0.1	-1.8	3.2	1.7	nt	-0.5	-1.8
AddAB inh	-0.1	2.8	2.7	2.7	-2.5	nt	-3.1	0.3

33. CCOc1ccc(NC(=O)c2ccc3snnc3c2)cc1
34. CC(C)OCCCNC(=O)CCN1C(=O)COc2ccccc21
35. Cc1cccc(Cn2c(SCCO)nc3c2c(=O)n(C)c(=O)n3C)c1
36. CCN(CC)S(=O)(=O)c1ccc(Cl)c(C(=O)Oc2cccnc2)c1
37. COc1ccc(C2CC(c3ccc(OC)cc3)n3nc(NC(=O)c4ccco4)nc3N2)cc1 (stereo not drawn)
38. O=C1NC(=O)C(CC(=O)N(Cc2ccco2)C2(C(=O)NC3CCCCC3)CCCCC2)N1 (stereo not drawn)
39. COc1ccccc1N1CCN(C2CCC(C)CC2)CC1 (stereo not drawn)
40. CCN(Cc1ccccc1)S(=O)(=O)c1cc(C(=O)NC2CCCCCC2)ccc1OC

Compound	33	34	35	36	37	38	39	40
phage Ecoli inh	1.9	2.3	3.7	3.5	1.7	2.9	-0.7	2.9
Tat export inh	-8	0	0	-2	-2	3	-1	1
SR-BI uptake up	-30	6	2	-4	-18	14	1	-8
SR-BI HDL uptake	30	-6	-2	4	18	-14	-1	8
CAL PDZ FP-1	0.8	-2.3	-1.1	0.6	-2.2	-2.6	1.1	-0.5
MITF act	nt	0	-7	-3	4	7	nt	10
Wnt act	6	-1	-2	0	nt	nt	0	-3
CAL PDZ FP-2	nt	-1	-7	-3	-7	0	-3	-4
Ecoli viability	-0.1	-0.2	-1.5	0.8	-1.5	-0.4	-1.6	1.0
AddAB inh	2.9	1.9	1.1	1.0	2.8	3.1	-0.5	1.2

41. CC[C@]1(C(=O)OC)[C@H]2C(=O)N(Cc3ccccc3)C(=O)[C@H]2[C@H]2CN=C(SCC(=O)c3ccccc3)N21
42. Cc1ccc2nc(NC(=O)COC(=O)c3ccco3)sc2c1
43. CCOc1ccc(C(=O)CCC(=O)NC2=NCCS2)cc1
44. CCn1cc(CCC(=O)NCc2cccc(OC)c2OC)c2ccccc21
45. Cc1nnc(C)n1/N=C/c1cccn1C
46. N#Cc1c(N2CCCCC2)nc(N)c2c(N)nc(SCC(=O)O)cc12
47. Cc1ccc(-c2cc(-c3ccccc3O)nc(N/N=C/c3cccnc3)n2)cc1
48. CCCCCOC(=O)C1[C@H]2C(=O)N(c3ccccc3CC)C[C@]23C=C[C@H]1O3 (stereo partly drawn)

Compound	41	42	43	44	45	46	47	48
phage Ecoli inh	2.4	3.1	3.5	2.8	0.8	-0.1	1.2	1.7
Tat export inh	10	-4	-10	1	-9	2	-2	1
SR-BI uptake up	-39	21	-19	-30	49	-8	-31	-6
SR-BI HDL uptake	39	-21	19	30	-49	8	31	5
CAL PDZ FP-1	0.9	-4.5	-0.2	0.4	0.2	0.1	-1.1	0.1
MITF act	-4	nt	8	-1	2	5	32	5
Wnt act	1	27	0	-1	nt	4	-1	nt
CAL PDZ FP-2	-7	0	-10	-2	-2	-2	0	-1
Ecoli viability	1.8	2.0	-0.7	-2.9	-2.2	-1.5	-0.7	-1.4
AddAB inh	0.9	0.0	1.9	1.5	1.3	3.5	4.3	3.3

Grouped by structure, those above containing a thiophene ring, fused or not.
5. O=C(NCC1CCCO1)c1ccc(NS(=O)(=O)c2cccs2)cc1 (stereo not drawn)
10. CC(=O)N1CCN(C(=O)c2cc3c(s2)CCCC3)CC1

Compound	5	10
phage Ecoli inh	3.3	2.1
Tat export inh	0	-6
SR-BI uptake up	nt	8
SR-BI HDL uptake	nt	-8
CAL PDZ FP-1	-1.2	-2.8
MITF act	5	19
Wnt act	2	2
CAL PDZ FP-2	-3	1
Ecoli viability	-1.6	nt
AddAB inh	5.1	nt

(next part)
49. O=C(/C=C/c1ccccc1)Nc1cccc(C(=O)NCCCc2ccccc2)c1
50. Cc1cc(=O)[nH]c(SCc2cccc(Br)c2)n1
51. CC#CC(=O)NC1CCCN(C2Cc3ccccc3C2)C1 (stereo not drawn)
52. CCOCCCNc1nc(C(F)(F)F)nc2c1nnn2Cc1ccccc1Cl
53. Cc1ccc(NC2=C(Cl)C(=O)OC2OC(=O)c2ccco2)cc1 (stereo not drawn)
54. COC(=O)c1ccc(COc2ccc(C3C4=C(CCCC4=O)Nc4onc(C)c43)cc2)cc1 (stereo not drawn)
55. CCN(CC(=O)Nc1ccc(S(N)(=O)=O)cc1)S(=O)(=O)c1cc(C)ccc1OC
56. Cc1cccnc1NC(=O)C(C)Oc1ccccc1 (stereo not drawn)

Compound	49	50	51	52	53	54	55	56
phage Ecoli inh	-0.4	1.3	1.2	1.4	1.7	2.5	4.2	1.5
Tat export inh	1	-5	-3	13	-4	10	-3	3
SR-BI uptake up	-64	7	1	nt	21	-65	-14	5
SR-BI HDL uptake	64	-7	-1	nt	-21	65	14	-5
CAL PDZ FP-1	-0.8	0.0	-0.4	-0.1	-2.4	-0.4	-0.4	0.1
MITF act	30	-2	nt	-6	-12	16	-6	2
Wnt act	3	nt	3	-3	-9	nt	-1	nt
CAL PDZ FP-2	-1	nt	-1	0	-3	5	-5	3
Ecoli viability	nt	2.4	1.2	1.9	-3.3	2.4	0.2	-2.0
AddAB inh	nt	3.2	2.2	0.8	0.0	0.7	3.3	-2.4

Screening results as filed in PubChem.
